ER stress rescue: rescue of cells from ER stress-induced death, primary screen, 384-well, CSM14.1, thapsigargin, ATP luminescence (AID 1222); CSM14.1 thapsigargin-induced death rescue, ATP luminescence; higher % means a stronger effect; 190,000 tested, under 10 active; cellular ATP content (survival), % at 20 µM, or EC50 in µM where a hit was titrated;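 active = EC50 below 50 µM in the dose-response confirmation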;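 note: death triggered by thapsigargin at about 15 µM added after 2 h compound pretreatment; cell ATP read after overnight thapsigargin exposure of roughly 18 to 22 hours; normalized against plate controls of thapsigargin alone and 5% DMSO vehicle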
GPR55 beta-arrestin: GPR55 agonists via beta-arrestin recruitment, primary screen, imaging, U2OS cells, beta-arrestin-GFP redistribution (AID 1961); 290,000 compounds, 0.048% hits; one-dose activation, % at 10 µM; EC50 in µM for titrated hits; G-protein coupled receptor 55 (Homo sapiens); U2OS GPR55 beta-arrestin-GFP redistribution imaging; higher % means a stronger effect;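 active = activation above 40% with more than 50 cells counted in the well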;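 note: U2OS osteosarcoma cells stably expressing GPR55 and beta-arrestin-GFP; plate controls were DMSO negative control for no effect and LPI positive control for full effect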
KOR beta-arrestin-1: KOR antagonists, beta-arrestin recruitment, cell-based, luminescence, uHTS (AID 1778) | KOR beta-arrestin recruitment, luminescence, antagonist mode; higher % means a stronger effect | inhibition, % at 10 µM, or IC50 in µM where a hit was titrated | 290,000 compounds, 0.091% hits | Kappa-type opioid receptor (Homo sapiens); note: strong numbers were not always called active
KOR beta-arrestin-2: KOR agonists, beta-arrestin recruitment, primary screen, cell-based, luminescence, uHTS (AID 1777); Kappa-type opioid receptor (Homo sapiens); KOR beta-arrestin recruitment, luminescence; higher % means a stronger effect; activation, % at 10 µM; hits with a dose series show EC50 in µM; 280,000 compounds, 0.02% hits; in the data active = activation above about 50%, passing the limit was not always enough; note: a part of the inactive calls stands beside numbers as strong as those of hits
NOD2 inhibition: NOD2 signaling inhibitors, cell-based, luminescence, uHTS, HEK293 (AID 1566); HEK293 NOD2/NF-kB luciferase reporter, luminescence; higher % means a stronger effect; inhibition, % at 4 µM, or EC50 in µM where a hit was titrated; 290,000 compounds, 0.63% hits; note: many of its hits are not listed in these tables
NOD1 NF-kB reporter: NOD1 signaling inhibitors, primary screen, cell-based, luminescence, uHTS (AID 1578). NOD1-driven NF-kB luciferase reporter cells, luminescence; higher % means a stronger effect. 290,000 compounds, 1% hits. one-dose inhibition, % at 4 µM; EC50 in µM for titrated hits; in the data active = inhibition mostly above about 36%, no sharp cut-off; inactive = mostly below about 34%;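 note: HEK-293T reporter cells stimulated with the NOD1 agonist gamma-tri-DAP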
Yfh1-depleted yeast: enhancers of respiration in Yfh1-depleted yeast, dose response, Friedreich's ataxia, plus single-dose screen (AID 1465). 220,000 compounds, 0.074% hits. fold induction at 50 µM, or EC50 in µM where a hit was titrated. S. cerevisiae Yfh1-off respiration, WST-1 reduction, 72 h; higher fold induction means a stronger effect;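 active = fold induction of absorbance versus untreated yeast above a set limit, then at least 30% activation at any dose in follow-up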;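 note: activators that raise dye reduction in frataxin-depleted yeast; strong numbers were not always called active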
TNAP activators: human TNAP enzyme activators, primary screen, biochemical, luminescent, no phosphate acceptor, uHTS (AID 1001) | Alkaline phosphatase, tissue-nonspecific isozyme (Homo sapiens) | purified TNAP, luminescent activation assay, no phosphate acceptor; higher activation fold means a stronger effect | activation fold at 20 µM; hits with a dose series show EC50 in µM | 200,000 compounds, 0.03% hits; in the data active = activation fold from about 3, or a potency from the dose series; inactive = the rest, 99 in 100 with activation fold below about 1.6; note: many of its hits are not listed in these tables
NTR1 agonist: agonists of NTR1, primary screen, imaging, U2OS cells, beta-arrestin-GFP, high content (AID 493036); Neurotensin receptor type 1 (Homo sapiens), P30989; NTR1-U2OS beta-arrestin-GFP spot imaging, agonist mode; activation, % at 20 µM; 330,000 compounds, 0.17% hits;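 active = activation at or above 40% of the spot to cytoplasm intensity ratio, with at least 20 cells analyzed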;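 note: 0% = DMSO without peptide and 100% = 100 nM NTR1 peptide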
Target sequence (P30989 whole entry, looked up): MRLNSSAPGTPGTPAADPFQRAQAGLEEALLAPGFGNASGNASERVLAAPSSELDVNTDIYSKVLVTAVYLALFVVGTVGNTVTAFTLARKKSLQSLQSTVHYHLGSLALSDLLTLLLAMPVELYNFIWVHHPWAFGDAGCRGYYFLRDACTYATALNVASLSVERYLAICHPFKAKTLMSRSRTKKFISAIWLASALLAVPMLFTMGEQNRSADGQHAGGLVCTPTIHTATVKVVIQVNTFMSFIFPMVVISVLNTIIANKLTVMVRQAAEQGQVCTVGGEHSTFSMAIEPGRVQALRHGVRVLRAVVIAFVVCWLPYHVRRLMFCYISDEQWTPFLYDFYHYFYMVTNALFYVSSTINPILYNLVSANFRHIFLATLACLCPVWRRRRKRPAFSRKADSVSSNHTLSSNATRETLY
NTR1 agonist cell count 20 µM: recorded beside NTR1 agonist, whose call it bears; cell count; measured here: cell count, cytotoxicity flag
* = called active by the depositor; i = inactive; / = no result given; [ ] = another dose, or the depositor's remark. Cut-off read from the data, not from the text of the source, unless noted: active = inhibition above about 50%; inactive = the rest.

Sequence of screens: ER stress rescue	GPR55 beta-arrestin	KOR beta-arrestin-1	KOR beta-arrestin-2	NOD2 inhibition	NOD1 NF-kB reporter	Yfh1-depleted yeast	TNAP activators	NTR1 agonist	NTR1 agonist cell count 20 µM
> O=C(C1CCN(S(=O)(=O)c2cccc3cccnc23)CC1)N1CCN(C2CCCC2)CC1
 : -3.2%	-0.2%	0.5%	-1.7%	-9.3%	-18.1%	/	1	-1.0	55
> Cc1ccc2oc(C(Cl)(Cl)Cl)cc(=O)c2c1
 : -1.3%	0.0%	-38.2%	-0.6%	-43.2%	16.3%	i	1.1	5.6	56
> CCCCn1c(-c2cccc3ccccc23)nc2cc3[nH]c(=O)c(C(C)C)nc3cc21
 : /	0.4%	-59.7%[20 µM]	3.5%	6.3%	1.8%	/	/	26.1	75
> O=C(c1cccs1)N1CCN(c2cccc(Cl)c2)CC1
 : /	-0.1%	-0.6%[20 µM]	-4.6%	1.3%	-17.8%	/	/	0.6	62
> CC(C)Cc1nn2c(N)c(/C=C3\C=Nc4ccccc43)c(=O)nc2s1
 : 0.4%	0.6%	-3.3%	-1.9%	-4.1%	-41.0%	i	0.2	6.7	44
> CN(C(=O)OCc1ccccc1)C(CC(N)=O)C(=O)O (configuration not stated)
 : 3.9%	-0.2%	-11.7%	8.2%	17.8%	11.6%	i	1	-0.9	57
> Cc1c(NS(=O)(=O)N2CCCC2)c(=O)n(-c2ccccc2)n1C
 : 0.0%	0.0%	14.7%	-2.0%	2.5%	-15.1%	i	1	0.2	83
> Cc1cccc(C(=O)O/N=C2\CCSc3ccc(C)cc32)c1
 : 1.5%	-0.2%	8.0%	-1.9%	7.5%	-11.1%	i	1.1	3.7	60
> CCc1c(C)c2ccc(OCC(=O)OC(C)C)c(C)c2oc1=O
 : -0.6%	0.0%	7.1%	0.0%	-3.7%	-17.4%	i	1.1	3.5	55
> COc1ccc(OC)c(NC(=O)Cn2c(=O)n(CC(=O)NCc3ccco3)c(=O)c3ccccc32)c1
 : -0.5%	-0.1%	2.6%	5.4%	6.4%	-18.8%	i	1.2	0.4	61
> COc1ccccc1N1CCN(C(=O)CCC(=O)Nc2nnc(C(C)C)s2)CC1
 : /	0.3%	-23.2%	-1.7%	17.6%	-6.4%	/	/	-0.4	71
> COC(=O)c1sc(NC(=S)NC(=O)c2cccc(Br)c2)nc1C
 : /	0.0%	-62.3%[20 µM]	2.0%	31.9%	25.2%	/	/	3.9	74
> CC(C)(C)NC(=O)C(c1ccc(F)cc1)N(Cc1ccco1)C(=O)CCC(=O)Nc1ccccn1 (configuration not stated)
 : /	-0.1%	-7.3%	-1.9%	14.5%	-18.6%	/	/	0.0	57
> O=C(CN1CCCc2ccccc21)N/N=C/c1ccc(F)cc1F
 : /	0.0%	3.0%	4.3%	16.4%	0.4%	i	/	3.1	47
> Cc1cc(C(=O)N2CCC(Cc3ccccc3)CC2)no1
 : /	0.0%	6.0%	-4.0%	-11.8%	-22.3%	/	/	0.5	35
> Cc1ccc2c(c1)c(C)cc[n+]2Cc1ccccc1
 : 0.3%	-0.2%	12.8%	-3.6%	19.4%	9.5%	i	1.1	1.8	69
> CCOc1cc(C(C(=O)NCC2CCCO2)N(C(=O)Cn2nnc3ccccc32)c2ccccc2OC)ccc1O (configuration not stated)
 : /	-0.1%	-18.5%	1.3%	-5.2%	-24.3%	/	/	-1.4	49
> Cc1c(N=C2SCC(=O)N2/N=C\c2ccc(Br)cc2)c(=O)n(-c2ccccc2)n1C
 : 0.9%	-0.2%	14.4%	-3.3%	17.2%	-1.7%	i	0.9	1.0	83
> COc1cc(C(=O)NC(c2ccccc2)c2ccccc2)cc(Cl)c1OC
 : 2.1%	0.2%	-11.4%	-4.7%	-0.7%	-24.2%	i	1	5.5	69
> C/C(CC(=O)Nc1ccc2c(c1)OCCO2)=N\NC(=O)c1ccccc1Cl
 : /	-0.1%	-16.4%	1.9%	-22.8%	12.1%	/	/	-0.8	50
> O=C(CSc1nnnn1-c1ccc(F)cc1F)Nc1ccccc1F
 : /	-0.1%	-9.8%	-0.4%	-2.0%	-22.9%	/	/	4.7	60
> Cc1nnc(NC(=O)CCn2c(=O)oc3ccc(Cl)cc32)s1
 : /	-0.1%	-11.3%	1.8%	11.6%	37.7%	/	/	1.7	63
> Cc1cccn2c(=O)c(/C=C(\C#N)C(N)=O)c(N3CCCCCC3)nc12
 : /	0.0%	-0.7%	-3.7%	15.4%	6.6%	/	/	-0.1	89
> Cc1ccc(CNC(=O)CCCCCNC(=O)N2CCn3c2nc2ccccc23)cc1
 : /	-0.2%	/	/	4.2%	-4.4%	/	/	-0.9	52
> CN(C)CCNC(=O)c1coc(=O)c(Br)c1
 : 0.2%	0.3%	3.9%	-2.4%	0.6%	-11.1%	i	1.1	0.8	42
> Fc1cccc2sc(N3CCCC3)nc12
 : -1.3%	-0.1%	-73.4%[20 µM]	2.1%	-45.2%	-41.8%	i	1.1	-1.0	47
> Cc1ccc(S(=O)(=O)N2CCN(C(=O)c3cc(=O)c4ccccc4o3)CC2)cc1
 : 0.3%	-0.5%	22.3%	3.2%	-0.1%	25.1%	i	1.1	1.8	51
> Nc1nc2c(s1)CC(c1ccccc1)CC2 (configuration not stated)
 : 2.1%	-0.1%	-9.4%	-3.6%	-19.6%	-44.0%	i	1	-1.6	52
> Cn1cnnc1SCc1ccc(C(=O)O)cc1
 : -1.8%	0.3%	11.8%	2.1%	17.1%	-10.1%	i	1.1	-0.5	44
> COc1ccc(/C=N/NC(=O)CCn2nnc3ccccc32)cc1
 : /	-0.1%	3.6%	0.4%	12.4%	-3.7%	i	/	0.9	36
> Cc1ccc(NC(=O)CS(=O)CC(=O)N(c2ccccc2)C(C)C(=O)NC2CCCC2)cc1 (configuration not stated)
 : -0.8%	1.0%	-5.6%	-2.8%	13.9%	-2.5%	i	1.2	0.0	52
> COc1cc(CN(C)CC2CCCN(CCc3ccc(F)cc3)C2)c(Cl)cc1O (configuration not stated)
 : /	-0.2%	-17.5%[20 µM]	-2.5%	-17.1%	2.3%	/	/	1.5	74
> O=C(NCCO)/C(=C\c1ccco1)NC(=O)c1cccs1
 : 2.1%	0.0%	9.0%	-2.7%	18.4%	-22.2%	i	1.1	-1.6	15
> Cc1cc(NC(=O)CN(C)C)c([N+](=O)[O-])cc1C
 : -1.7%	-0.2%	7.7%	-2.5%	-7.2%	-1.4%	i	1.1	0.9	52
> O=C(O)c1cc2nccc(-c3ccc(F)cc3)n2n1
 : 0.5%	0.2%	12.6%	-0.6%	4.5%	-19.2%	i	1.2	1.8	41
> COc1cccc(CC2(CO)CCCN(Cc3cn[nH]c3C3CCCCC3)C2)c1 (configuration not stated)
 : -1.3%	-0.1%	-24.4%	2.3%	-4.2%	-38.9%	i	1.1	-0.2	43
> O=C(CSC1=Nc2ccccc2C2=NC(CC(=O)NC3CCCCC3)C(=O)N12)NCc1ccco1 (configuration not stated)
 : -1.4%	-0.1%	-42.9%	3.8%	-8.2%	-8.2%	i	1	-1.3	79
> CC(=O)c1ccccc1OC(=O)COc1ccc(Cl)cc1C
 : -1.4%	-0.2%	-2.7%	-5.1%	-31.5%	-45.2%	i	1	1.4	79
> Cc1ccc2[nH]c(C(=O)N3CCOCC3)cc2c1
 : /	0.0%	-15.0%	2.3%	-16.2%	-11.3%	/	/	-0.3	58
> Oc1ccc(Cl)cc1C(C#Cc1ccccc1)N1CCOCC1 (configuration not stated)
 : 0.3%	0.2%	-17.3%	-0.6%	-8.3%	-4.9%	i	1.1	6.5	51
> Cn1c(SCc2ccc([N+](=O)[O-])cc2)nnc1-c1cccnc1
 : -0.2%	-0.1%	-15.8%	-6.5%	0.2%	-27.0%	i	1	2.6	83
> Cc1cc(NC(=O)CN2C(=O)CCSc3ccccc32)no1
 : -1.9%	-0.3%	14.6%	-1.1%	1.5%	-19.8%	i	1.2	-0.1	64
> COc1ccc(/C=N/NC(=O)CCn2nc(C)cc2C)cc1O
 : /	-0.1%	14.3%	0.1%	4.1%	-8.5%	i	/	-1.3	62
> CCCCc1nc2cc(C(=O)N3CCC(O)CC3)ccc2o1
 : /	-0.2%	1.5%	3.4%	-31.6%	-17.7%	/	/	0.4	62
> Cc1cc(C)n2nc(-c3sccc3-n3c(C)ccc3C)cc2n1
 : -1.8%	0.3%	-29.9%	1.4%	4.6%	-16.9%	i	1.1	3.8	38
> O=C(c1ccc2nc[nH]c2c1)N1CCN(c2ncc(C(F)(F)F)cc2Cl)CC1
 : /	0.8%	9.4%	-0.4%	7.6%	-35.9%	/	/	0.2	58
> CCc1c(C)c(C#N)c2nc3ccccc3n2c1Cl
 : 0.1%	-0.2%	-23.8%	-0.2%	-21.7%	62.6%	i	1.1	/	/
> CCn1c(CN2CCN(c3ccc(Cl)cc3)CC2)nc2ccccc21
 : 2.4%	0.5%	-14.4%	2.8%	3.0%	-23.4%	i	1.1	16.6	86
> CN(CC(=O)Nc1sc2c(c1C#N)CCCCC2)Cc1nc2ccccc2c(=O)[nH]1
 : -0.9%	-0.5%	-35.5%	0.4%	11.4%	-34.7%	i	2.1	9.3	68
> O=C(NCc1ccc2c(c1)OCO2)c1nn2cccnc2c1Cl
 : -0.6%	-0.1%	35.2%	3.4%	17.7%	-8.0%	i	1.1	-0.8	57
> CCC(=O)N1c2ccc(S(=O)(=O)CCC(=O)N3CCN(c4ccccc4)CC3)cc2CC1C (configuration not stated)
 : 1.3%	0.3%	-8.2%	6.5%	11.9%	-4.6%	/	1.1	-1.2	38
> O=C(/C=C/c1ccc(Cl)cc1Cl)N(Cc1ccc(Cl)cc1)C1CCS(=O)(=O)C1 (configuration not stated)
 : -4.2%	0.3%	32.6%	6.4%	16.1%	6.1%	i	1	11.7	62
> O=C(NC(=S)Nc1ccc(N2CCOCC2)cc1)c1cccc(Cl)c1Cl
 : /	-0.1%	6.7%	4.4%	-2.4%	-24.9%	/	/	2.1	52
> Cc1n[nH]c(=O)c2c(NC(=O)CSc3nnc(-c4ccncc4)n3C)oc(C)c12
 : /	-0.1%	11.5%	-4.2%	-0.4%	-40.2%	/	/	-0.3	66
> NC(=O)C1CCN(Cc2cccc(OCc3ccccc3)c2)CC1
 : /	0.0%	-26.4%[20 µM]	4.5%	9.0%	13.1%	/	/	1.5	46
> CCCc1nnc(SCC(=O)Nc2ccccc2Cl)n1CC1CCCO1 (configuration not stated)
 : /	-0.2%	-14.3%	3.9%	-21.7%	9.8%	/	/	-2.2	54
> O=C(CNC(=O)C1CCCCC1)Nc1ccccc1Cl
 : 11.7%	0.2%	/	9.6%	12.3%	-23.2%	i	1.2	-1.7	44

The list is partial (hit frequency here may not be typical).
